Compound activity (PubChem BioAssay)
TrxR1 substrate – is turned over as a substrate by rat TrxR1; O89049; purified TrxR1 substrate turnover, NADPH consumption readout; Potency, µM (highest dose often 114 µM), for the others: top-dose activity change, negative = substrate turnover; 390,000 compounds, 0.01% hits; AID 588456; further: potency means the concentration at half of the fitted maximal effect; on the % scale 0 is the no-effect control and ±100 the full control effect; nearly all actives have a fitted effect of over 50% in size
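Rat TrxR1, dispensed at 90 nM, was prereduced with 400 uM NADPH (final) for 5 min at ~22 deg C, then incubated with compound 15 min before 400 uM selenite. A first-read NADPH fluorescence drop versus no-compound background flagged substrates.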
Vif-APOBEC3F blk – blocks the Vif interaction with APOBEC3F; HeLa A3F-eYFP + Vif (tagged APOBEC3F with the HIV-1 protein that degrades it), YFP fluorescence increase; Potency, µM (titrated, usually from 46.1 µM), without a hit: at the highest dose activity, negative = active; 390,000 compounds, 0.2% hits; further: potency means the concentration at half of the fitted maximal effect; % of control where 0% means no effect; nearly all actives have a fitted effect of over 65% in size
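HeLa cells stably expressing Vif plus C-terminally eYFP-tagged A3F were seeded, incubated overnight at 37 deg C, dosed with compound, incubated overnight again at 37 deg C. Yellow fluorescence (Ex 488/Em 500-530) reported blocked Vif-mediated A3F-eYFP degradation.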
USP1-UAF1 inh – blocks the human USP1/UAF1 deubiquitinase complex | 390,000 compounds, 0.23% hits | recombinant USP1/UAF1, Ub-Rhodamine cleavage fluorescence | Potency, µM (titrated, usually from 57.1 µM), for the others: top-dose activity change, negative = inhibition, usual class: inhibitors | AID 743255; further: potency means the concentration at half of the fitted maximal effect; on the % scale 0 is the no-effect control and ±100 the full control effect; nearly all actives have a fitted effect of over 60% in size; inactives centre near -12
Target sequence (O94782 whole entry, looked up): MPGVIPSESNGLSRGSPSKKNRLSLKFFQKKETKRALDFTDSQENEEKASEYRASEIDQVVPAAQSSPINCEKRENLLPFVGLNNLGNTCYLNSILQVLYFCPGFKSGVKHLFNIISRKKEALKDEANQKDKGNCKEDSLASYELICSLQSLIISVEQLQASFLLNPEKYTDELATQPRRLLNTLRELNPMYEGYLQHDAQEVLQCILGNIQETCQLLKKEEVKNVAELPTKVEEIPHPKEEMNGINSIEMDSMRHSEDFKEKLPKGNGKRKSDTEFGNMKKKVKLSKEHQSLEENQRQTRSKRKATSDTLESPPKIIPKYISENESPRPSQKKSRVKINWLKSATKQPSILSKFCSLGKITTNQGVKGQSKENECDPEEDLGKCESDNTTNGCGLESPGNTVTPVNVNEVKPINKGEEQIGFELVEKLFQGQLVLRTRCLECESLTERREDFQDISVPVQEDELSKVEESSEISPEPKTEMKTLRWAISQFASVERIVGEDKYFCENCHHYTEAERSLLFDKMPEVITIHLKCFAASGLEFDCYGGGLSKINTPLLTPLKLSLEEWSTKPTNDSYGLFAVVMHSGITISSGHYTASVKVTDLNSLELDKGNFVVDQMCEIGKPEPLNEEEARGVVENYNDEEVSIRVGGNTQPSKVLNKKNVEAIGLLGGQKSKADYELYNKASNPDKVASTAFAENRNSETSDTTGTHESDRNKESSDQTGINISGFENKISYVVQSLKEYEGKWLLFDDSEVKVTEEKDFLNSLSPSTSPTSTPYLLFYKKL
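USP1/UAF1 complex (1 nM) preincubated 15 min at room temperature with compound, then Ub-Rho substrate (150 nM final) added. Kinetic fluorescence at 480/540 nm over 6 reads at 60 s intervals; 50 mM HEPES pH 7.8, 0.5 mM EDTA, 0.1 mg/ml BSA, 1 mM TCEP, 0.01% Tween-20.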
PI4K2A block – inhibitors of human PI4K2A. purified PI4K2A, ADP-Glo luminescence, 1 h; active compounds read low. Q9BTU6. 420,000 compounds, 0.13% hits. activity change, negative = inhibition, % at 76.9 µM. AID 1346378; in the data active means activity change below about -50%; inconclusive means mostly about -30% to -49%;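 further: -100% = wells without enzyme as full effect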
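Compounds are screened against recombinant PI4K2A using PI as substrate and ATP, the latter dispensed at 300 microM. Reactions run one hour at ambient temperature before ADP-Glo detection; full inhibition defined by wells lacking enzyme.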
GRP78 ERSR act – inducers of ER stress response in human glioma cells; U87-MG GRP78 promoter luciferase reporter, 16 h; Potency, µM, for the others: at the top dose activation, actives largely listed as activators; 420,000 compounds, 0.02% hits; AID 602332; further: potency means the concentration at half of the fitted maximal effect; series mostly up to about 76 µM; % of control where 0% means no effect; nearly all actives have a fitted effect of over 35% in size
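Stably transfected U87-MG human glioma cells carrying a GRP78-based luminescent sensor were seeded at 1000 cells/well, pin-dosed with compounds and incubated 16 h. Luciferase reagent was then added, and end-point luminescence was read after 10 min at room temperature.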
LDHA block – blocks human lactate dehydrogenase A. P00338. purified LDHA, NADH/diaphorase-resazurin fluorescence; active compounds read low. activity change, % (values are at about 110 or 230 µM). 480,000 compounds, 0.15% hits. AID 1347041; in the data active means activity change below about -30%; inconclusive means mostly about -25% to -30%;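 further: plate controls were DMSO wells for no effect and wells without enzyme for full effect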
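Enzyme activity of human lactate dehydrogenase 5 (2 nM; 0.06 mM NADH, 0.2 mM pyruvate, 5 min, RT) is measured via a resazurin/diaphorase fluorescence readout of residual NADH.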
RXFP1 ag – RXFP1 (human) receptor agonism | Q9HBX9 | AID 2676 | HEK293T-RXFP1 cAMP TR-FRET, 30 min; response scale: percent of porcine relaxin response, buffer zero | Potency, µM (series often up to 57.5 µM), without a hit: top-dose activation, actives largely listed as activators | 370,000 compounds, 0.3% hits; further: potency means the concentration at half of the fitted maximal effect; on the % scale 0 is the no-effect control and ±100 the full control effect; nearly all actives have a fitted effect of over 60% in size; many of its hits are not listed in these tables
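Agonist response is measured as cAMP accumulation in an RXFP1-transfected HEK293T line under PDE4 inhibition. Values are scaled between buffer-only and 29 nM porcine relaxin, and EC50s come from standard Hill equation fits.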
IDH1 R132H inh – inhibitors of human mutant IDH1 R132H | O75874 | IDH1-R132H enzyme, NADPH consumption, diaphorase/resazurin fluorescence | Potency, µM (series often up to 76.6 µM), without a hit: at the top dose activity change, negative = inhibition, actives largely listed as inhibitors | 390,000 compounds, 0.093% hits | AID 602179; further: potency means the concentration at half of the fitted maximal effect; on the % scale 0 is the no-effect control and ±100 the full control effect; nearly all actives have a fitted effect of over 65% in size
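IDH1-R132H (0.5 ug/mL dispensed) in pH 7.5 Tris buffer was preincubated 30 min with compound, then given a substrate mix of 0.016 mM NADPH and 2 mM alpha-KG for 80 min at room temperature; remaining NADPH was read by diaphorase/resazurin fluorescence.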
Vif-A3G inh – blocks the Vif interaction with human APOBEC3G; AID 602310; Q9HC16; 410,000 compounds, 0.076% hits; HeLa A3G-eYFP + Vif (tagged APOBEC3G with the HIV-1 protein that degrades it), YFP fluorescence, overnight; Potency, µM (doses to about 46.1 µM), inactives show top-dose activity, negative = active, usual class: inhibitors;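 further: potency means the concentration at half of the fitted maximal effect; on the % scale 0 is the no-effect control and ±100 the full control effect; nearly all actives have a fitted effect of over 60% in size; hits raise eYFP signal because A3G escapes Vif-driven loss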
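HeLa cells stably expressing Vif and C-terminally eYFP-tagged A3G, seeded overnight at 37 deg C, then exposed to compound by pintool overnight at 37 deg C. Rise in yellow fluorescence (Ex 488/Em 500-530, Acumen) marks blocked Vif-driven A3G degradation.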
Starred values were filed as active, the others as inactive; ? = inconclusive; / = no result given; & = joins results of further samples; [ ] = another dose, or the depositor's remark. Unless noted, the call rests on the fitted dose curve; in most records, active means well fitted curve in the direction sought with a large enough effect; inconclusive means small, poorly fitted or top-dose-only effect, or another doubt; inactive means no such curve, though single readings can be large; an effect the other way counts as inactive or inconclusive.

SMILES	TrxR1 substrate	Vif-APOBEC3F blk	USP1-UAF1 inh	PI4K2A block	GRP78 ERSR act	LDHA block	RXFP1 ag	IDH1 R132H inh	Vif-A3G inh
COc1ccc2oc(=O)c(C(=O)NC3CCCCCC3)cc2c1	15%[57.1 µM]	-1%	-21%	-5	-4%	5	2.9%	8%	3%
CCOC(=O)c1ccc(NC(=O)CC2SCCNC2=O)cc1 (configuration not stated)	7%[57.1 µM]	-2%	3%	-3	-5%	-7	2.6%	0%	1%
CCOC(=O)COc1cccc2c(=O)n(CC(=O)N3CCCCC3)ccc12	8%	-7%	-9%	-8	-1%	1	-2.8%	0%	-1%
COc1cc(/C=C2\SC(N)=NC2=O)cc(OC)c1	5%[57.1 µM]	2%	-12%	-4	1%	-4	0.4%	-1%	0%
O=C1CCSc2cccc3cccc(c23)N1	14%	-9%	-13%	-2	-2%	0	6.8%	12%	1%
COc1ccc(CNC(=O)O[C@H]2Cn3c(=O)ccc(=O)n3[C@@H]3CN(S(=O)(=O)c4ccc(C)cc4)C[C@]23O)cc1OC	/	-5%	-11%	-14	-7%	-10	/	-2%	-4%
CC(=O)Nc1n[nH]c(S(=O)(=O)Cc2ccc(Cl)cc2Cl)n1	-3%	0%	5%	16	-3%	-4	1.1%	-1%	1%
Cc1c(C(=O)N2CCOCC2)oc2c1-c1nn(CC(=O)NCc3ccccc3)cc1CC2	7%	-6%	?	4	-1%	7	-1.4%	2%	-3%
CCOc1ccc(N(CC(=O)NCCOc2ccccc2OC)S(=O)(=O)c2ccccc2)cc1	-13%	10%	-18%	-3	-7%	-6	6.6%	8%	-4%
CCc1nn(CCCC(=O)N2CCC(C)CC2)c(=O)c2cc3occc3n12	-3%	-3%	-14%	4	-7%	-5	5.0%	7%	0%
CCCCCn1c(SCCN2CCOCC2)nc2c1c(=O)[nH]c(=O)n2C	-8%	/	3%	-1	-4%	2&-22	0.3%	3%	-4%
CCOc1cccc2sc(N3CCN(C(=O)c4ccc5ncsc5c4)CC3)nc12	0%	-18%	-13%	-2	-4%	-7	0.1%	-3%	0%
O=C(NC1CCCCC1)N(Cc1cc2cc3c(cc2[nH]c1=O)OCCO3)C1CCCCC1	59%[activator]	-4%	-13%	2	1%	-9	0.8%	-4%	-2%
CCNC(=O)COC(=O)c1cc(-c2ccc(OC)cc2)nc2ccccc12	51%[activator]	-2%	-17%	1	6%	1	3.7%	3%	-1%
COc1ccc(S(=O)(=O)N(C)C)cc1NCC(=O)Nc1cccc(C#N)c1	-2%[57.1 µM]	-6%	-21%	3	-1%	-7	3.1%	0%	1%
O=C(NCc1ccco1)C1CCN(C(=O)c2cc3sccc3n2Cc2ccc(Cl)cc2)CC1	7%	-9%	?	-1	-2%	1	-0.2%	3%	1%
CCCCn1c(SCC(=O)N2CCCCC2)nc2cc(S(N)(=O)=O)ccc21	13%[57.1 µM]	-1%	3%	7	-1%	-1	1.0%	21%	0%
CCOc1nc(-c2ccccc2)c2cc(C)ccc2n1	-4%	1%	-14%	-8	-4%	-3	1.1%	-9%	-1%
CCC(C)[C@H](NC(=O)N1CCN(c2cccc(C(F)(F)F)c2)CC1)C(=O)OC (some centres not stated)	7%[57.1 µM]	1%	-17%	5	2%	4	2.7%	2%	-3%
Cc1ccc(S(=O)(=O)N2CCN(C(=O)CSCc3ccc(C(C)C)cc3)CC2)cc1	-7%	8%	-13%	-6	-3%	2	2.6%	-6%	1%
CN(C)S(=O)(=O)c1cccc(NC(=S)N2CCCCC2CO)c1 (configuration not stated)	0%[57.1 µM]	-25%	-20%	3	-1%	3	-2.7%	0%	-5%
COc1ccc(/C=N/NC(=O)c2ccoc2C)cc1COc1ccc(Cl)cc1	5%[57.1 µM]	-3%	-13%	-4	0%	-2	-0.1%	2%	2%
COc1ccc2[nH]c(=O)c(CN(C(=O)c3ccco3)C(C)C)cc2c1	23%	-3%	-10%	-1	-3%	-9	-0.9%	-6%	3%
Cc1cc(C)c(C#N)c(SCc2ccccc2C)n1	-8%	0%	-2%	1	-5%	2	1.0%	5%	-8%
CC(C)CN(C1CCS(=O)(=O)C1)S(=O)(=O)c1ccc(C(C)C)cc1 (configuration not stated)	-8%	3%	-13%	-2	0%	0	0.4%	-6%	-5%
COC(=O)c1ccccc1NC(=S)NC(=O)COc1ccc(C(C)C)cc1	-2%	-8%	-5%	-1	-1%	0	-0.2%	0%	-2%
CCCn1c(=O)cc(N)n(-c2ccc(OC(F)(F)F)cc2)c1=O	-9%	-2%	-3%	2	-3%	-4	-3.7%	0%	1%
O=C(Nc1nc2ccc(S(=O)(=O)N3CCCC3)cc2s1)c1cccc(F)c1	6%[57.1 µM]	1%	-5%	-2	-2%	3	20%	2%	-18%
Cc1cccc(NC(=O)c2c(Br)sc3c2CCCC3)c1	-13%	-3%	-13%	1	1%	-16	-0.2%	-9%	2%
CSc1ccccc1C(=O)NCCOc1ccccc1C	1%	13%	-16%	-2	0%	-9	0.0%	0%	0%
O=C(NN1CCN(Cc2ccccc2)CC1)c1ccc(Cl)cc1	9%[57.1 µM]	-26%	-14%	0	-5%	-9	0.4%	-4%	0%
COc1ccc(COC(=O)C2=C(C)NC(=O)NC2c2cc(OC)ccc2OC)cc1 (configuration not stated)	3%	4%	-25%	4	-4%	-9	-0.3%	0%	10%
CCN1C(=O)N[C@@H](c2cccc(C(F)(F)F)c2)[C@H](C(C)=O)[C@H]1C	2%	-1%	-14%	-5	-4%	4	/	16%	0%
CCN(CC)CCNC(=O)c1ccc(NC(=O)C2CC(=O)N(c3ccc4c(c3)OCCO4)C2)cc1 (configuration not stated)	-6%[57.1 µM]	?	4%	-2	-4%	-7	-0.7%	-1%	1%
Cc1ccc(C(=O)NCC(=O)OCC(=O)N(CC(C)C)c2c(N)n(Cc3ccccc3)c(=O)[nH]c2=O)cc1C	-5%	3%	-1%	5	-5%	-11	0.8%	-1%	1%
COc1ccccc1OC(=O)CCc1nc2ccccc2s1	2%	-5%	-20%	-14	1%	2	-1.0%	-2%	0%

At a glance, two of the compounds above.
SMILES	TrxR1 substrate	Vif-APOBEC3F blk	USP1-UAF1 inh	PI4K2A block	GRP78 ERSR act	LDHA block	RXFP1 ag	IDH1 R132H inh	Vif-A3G inh
CC(C)CN(C1CCS(=O)(=O)C1)S(=O)(=O)c1ccc(C(C)C)cc1 (configuration not stated)	-8%	3%	-13%	-2	0%	0	0.4%	-6%	-5%
COC(=O)c1ccccc1NC(=S)NC(=O)COc1ccc(C(C)C)cc1	-2%	-8%	-5%	-1	-1%	0	-0.2%	0%	-2%

Next results
SMILES	TrxR1 substrate	Vif-APOBEC3F blk	USP1-UAF1 inh	PI4K2A block	GRP78 ERSR act	LDHA block	RXFP1 ag	IDH1 R132H inh	Vif-A3G inh
COCCNc1nc2cc(-c3cccc(C(F)(F)F)c3)sc2c(=O)n1C	/	/	/	2	-4%	-4	/	/	2%
Cc1ccc(S(=O)(=O)Cc2nc(-c3ccc(C(=O)NCc4ccccc4F)cc3)oc2C)cc1	11%	/	/	/	-5%	-16	2.0%	/	-3%
CCN(CC)C(=O)CSc1nc(-c2ccc(C)cc2)nc2c1COC(C)(C)C2	-2%	-16%	-23%	6	-2%	0&0	2.1%	3%	0%
CC(C)(C)n1nnnc1C(c1cccs1)N1CCN(C/C=C/c2ccccc2)CC1 (configuration not stated)	/	/	/	3	-4%	3	/	/	1%
CCc1nnc(NC(=O)CCN2C(=O)c3ccccc3C2=O)s1	0%	-7%	-15%	3	0%	-7	4.3%	0%	1%
O=C(NCCN1CCOCC1)c1cccc2c1C(=O)c1ccc(N3CCCC3)cc1S2(=O)=O	-1%[57.1 µM]	3%	4%	1	-4%	4	/	-4%	-6%
COC(=O)C(C)(C(=O)OC)c1ccc([N+](=O)[O-])cn1	-2%	1%	-12%	3	-3%	-5	-3.9%	0%	0%
O=C(Cc1cccc(NC(=O)C2CCCN(C(=O)C3CC3)C2)c1)Nc1ccc(C(=O)N2CCOCC2)cc1 (configuration not stated)	6%	2%	-15%	-1	-1%	-2	/	3%[38.3 µM]	3%
Cc1ccc(S(=O)(=O)N2CCCCC2)cc1NC(=O)COC(=O)CN1C(=O)NC2(CC(C)CC(C)(C)C2)C1=O (configuration not stated)	-11%	2%	-10%	4	-5%	-5	/	-3%	-5%
C/C(=C\C(=O)c1ccc(Cl)cc1)Nc1ccc(Br)cc1	-2%	/	-17%	4	8%	0	/	2%	0%
Cc1nc(CSc2ccc(Cl)cc2)cc(N2CCOCC2)n1	8%[57.1 µM]	-7%	-1%	-3	9%	0	2.6%	3%	0%
CCOC(=O)COc1ccc2nsnc2c1Cl	51%[activator][57.1 µM]	?	9%	-5	-3%	0	6.4%	-3%	2%
COc1ccc(Br)cc1/C=C/C(=O)NC(=S)Nc1ccc(CN2CCOCC2)cc1	4%	1%	-23%	6	-2%	-7	0.3%	2%	-1%
CN1N=C2c3ccccc3CCC2C1c1ccc(C(F)(F)F)cc1 (configuration not stated)	10%	1%	-23%	-5	6%	0	0.0%	-3%	2%
Cc1ccc(S(=O)(=O)Nc2cccc(C(=O)N3CCOCC3)c2)cc1	0%	10%	-4%	-3	-8%	-6	-2.0%	8%	-1%

An excerpt; rates above refer to the full screens.
